cytoskel mod = alters cytoskeleton assembly in HUVEC cells. HUVEC TNFa F-actin phalloidin imaging, high content. inhibition, % at 2 µM. actives 0.18% (n = 91,000);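 active = inhibition above the batch mean plus 3 SD and confirmed as a hit by visual image inspection, cut at about 30% in these data, passing the limit was not always enough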; also: strong numbers were not always called active
VCAM1 TNFa inh = reduces TNF alpha induced VCAM1 expression in HUVEC. actives 0.48% (n = 95,000). inhibition, % at 2 µM. HUVEC TNFa-induced VCAM-1 immunofluorescence, high-content imaging;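 active = inhibition above the batch mean plus 3 SD, with images confirmed as a hit by eye, cut at about 37% in these data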;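 also: 0% = TNF-stimulated DMSO wells and 100% = unstimulated control wells; not every result past the cut was called active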
sEH inhibitor = soluble epoxide hydrolase (human) inhibition; P34913; recombinant human sEH enzymatic activity assay; inhibition, % at 2 µM; actives 0.34% (n = 91,000); in the data active = inhibition above about 80%; also: values of inactives mirror those of a sister screen read the other way; many of its hits are not listed in these tables
Target sequence (P34913 whole entry, looked up): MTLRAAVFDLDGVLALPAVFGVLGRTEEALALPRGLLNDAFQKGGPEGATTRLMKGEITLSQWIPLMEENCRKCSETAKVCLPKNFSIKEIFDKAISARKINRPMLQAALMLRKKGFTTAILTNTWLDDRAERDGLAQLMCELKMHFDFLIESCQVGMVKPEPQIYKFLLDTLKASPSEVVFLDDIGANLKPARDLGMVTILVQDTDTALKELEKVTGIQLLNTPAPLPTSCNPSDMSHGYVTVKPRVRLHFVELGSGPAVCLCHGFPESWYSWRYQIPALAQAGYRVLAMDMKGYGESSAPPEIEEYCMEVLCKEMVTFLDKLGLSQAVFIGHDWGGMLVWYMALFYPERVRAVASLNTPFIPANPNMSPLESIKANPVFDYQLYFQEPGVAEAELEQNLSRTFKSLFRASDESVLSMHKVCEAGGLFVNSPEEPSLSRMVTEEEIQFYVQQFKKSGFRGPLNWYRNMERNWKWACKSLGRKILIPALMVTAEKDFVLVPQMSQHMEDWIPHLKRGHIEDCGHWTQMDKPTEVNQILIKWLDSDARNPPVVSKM
Candida biofilm = kills Candida albicans biofilms. C. albicans biofilm + clotrimazole, Alamar Blue. inhibition, % at 6 µM. actives 0.14% (n = 85,000);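 active = inhibition above 20%; inactive = inhibition below 20%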;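 also: preformed 24 hr biofilms exposed to compound for 48 hr; 0% = biofilm without compound and 100% = blank killed by clotrimazole plus chlorhexidine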
sEH activator = activators of human soluble epoxide hydrolase. actives 0.04% (n = 91,000). AID 717. activation, % at 2 µM. purified human sEH enzymatic activity, activator screen; in the data active = activation above about 37%; also: values of inactives mirror those of a sister screen read the other way
HUVEC tox IL1B = HUVEC cytotoxicity counter-screen, IL-1B stimulated | cell count reduction, % at 2 µM | actives 0.41% (n = 94,000) | AID 845 | HUVEC cell count loss, Hoechst imaging;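 active = cell count reduction more than 3 SD above the screen-wide mean, cut at about 70% in these data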;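 also: normalized per plate to untreated control cells as the no-loss baseline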
ERb SRC1 inh = blocks coactivator binding to human estrogen receptor beta; TR-FRET ER-beta LBD / SRC1-Cy5 peptide binding; receptor agonist-loaded with 1 µM estradiol; AID 633; actives 1.3% (n = 86,000); inhibition, % at 25.6 µM;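 active = compounds whose percent inhibition of the receptor-coactivator binding signal exceeds about 50% in the single-dose screen, limit read from the data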;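 also: 0% = receptor plus peptide wells without compound and 100% = peptide-only wells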
Target sequence (Q92731 whole entry, looked up, the tested form may be a part): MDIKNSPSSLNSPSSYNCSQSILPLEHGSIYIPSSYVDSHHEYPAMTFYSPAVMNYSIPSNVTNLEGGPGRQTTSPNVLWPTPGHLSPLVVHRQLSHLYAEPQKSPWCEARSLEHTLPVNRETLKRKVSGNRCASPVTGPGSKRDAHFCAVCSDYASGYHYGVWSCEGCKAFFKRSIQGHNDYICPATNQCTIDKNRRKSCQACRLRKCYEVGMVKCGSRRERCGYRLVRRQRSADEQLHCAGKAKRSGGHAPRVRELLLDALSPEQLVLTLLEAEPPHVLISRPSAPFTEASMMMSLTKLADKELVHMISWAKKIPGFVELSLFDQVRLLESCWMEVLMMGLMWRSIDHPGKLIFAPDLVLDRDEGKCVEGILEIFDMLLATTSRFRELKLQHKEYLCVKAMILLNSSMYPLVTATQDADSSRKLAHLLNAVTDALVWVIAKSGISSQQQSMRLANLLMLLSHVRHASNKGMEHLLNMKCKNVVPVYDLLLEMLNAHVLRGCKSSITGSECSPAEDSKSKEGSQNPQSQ
HUVEC tox TNFa = toxic to HUVEC cells under TNF alpha stimulation; HUVEC TNFalpha-stimulated, Hoechst cell count, imaging; cell count reduction, % at 2 µM; AID 848; actives 0.17% (n = 93,000);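 active = cell count reduction exceeding the screen mean by over 5 SD, scaled to untreated wells per plate, cut at about 78% in these data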;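 also: cells counted after 24 h of TNF alpha exposure following the 1 h pretreatment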
Smad3 FoxH1 inh = inhibitors of human Smad3 transcription factor binding | AID 630 | TR-FRET Smad3/Dy647-FoxH1 peptide binding, europium anti-His | actives 0.29% (n = 88,000) | inhibition, % at 25 µM;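 active = compounds that reduce the energy-transfer binding signal between the protein and its labelled peptide by more than half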;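 also: 0% = Smad3 plus labelled peptide maximal FRET and 100% = peptide-only background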
An asterisk follows results filed as active; · = not tested or not shown; [ ] = another dose, or the depositor's remark. The list is partial; count on the stated rates, not on these rows.

SMILES	cytoskel mod	VCAM1 TNFa inh	sEH inhibitor	Candida biofilm	sEH activator	HUVEC tox IL1B	ERb SRC1 inh	HUVEC tox TNFa	Smad3 FoxH1 inh
O=C(c1cccc(COCC(F)(F)C(F)F)c1)N1CCN(c2ccccc2)CC1	-17	8	16	4	-11	-18	-23[fluorescence artefact?]	-13	-4
CCS(=O)(=O)N1CCN(c2c(Cl)cccc2[N+](=O)[O-])CC1	-4	-24	-14	·	12	-72	·	-22	·
CC1(C)CC(C(CC(=O)O)c2ccccc2)CCO1 (stereo unspecified)	-18	-9	0	2	-3	15	-11	-18	2
CC(=O)c1c(N2CCC(C(N)=O)CC2)nc(=S)n(-c2ccccc2)c1C	9	-1	-9	7	11	-2	-12	-12	-9
CC(=O)CCN1CCOCC1	3	4	-12	10	8	-19	-4	-9	16
CCCOc1ccc(/C=N/NC(=O)C2CCCN2S(=O)(=O)c2ccc(Cl)cc2)cc1 (stereo unspecified)	-1	3	2	·	-3	12	·	-11	·
OCCN1CCN(C(c2cccs2)c2ccc3cccnc3c2O)CC1 (stereo unspecified)	-44	0	6	15	-6	-5	64*[fluorescence artefact?]	19	7
CCCCSc1nnc2c(n1)[nH]c1ccccc12	·	13	-15	-3	12	13	44	10	23
CCCCN(C)C(=O)C1CCC(=O)N(c2cc(OC)c(OC)c(OC)c2)C1c1ccc(OC)cc1 (stereo unspecified)	16	1	-18	5	18	-6	-1	3	2
O=C(c1cccc(Br)c1)N1CCN(C(=O)c2cccc(Br)c2)CC1	-5	18	1	4	1	-23	-4	·	-1[fluorescence artefact?]
CCn1c(SCC(=O)Nc2ccc3c(c2)OCO3)nc2c1c(=O)n(C)c(=O)n2C	-13	15	6	6	-4	-12	2	20	3
COc1ccc(C)cc1S(=O)(=O)N1CCC(C(=O)N2CCOCC2)CC1	7	8	6	7	-6	-5	-1	-7	-2
O=C(NCc1ccccn1)c1c(O)c2c([nH]c1=O)CCCC2	-12	9	8	6	-10	-18	1[fluorescence artefact?]	-24	11[fluorescence artefact?]
Cc1ccc(Cl)c(OCCCCN(C)Cc2ccccc2)c1	18	19	-9	·	7	-59	·	-9	·
COC(=O)/C=C1/S/C(=N/NC(=O)c2ccccc2)NC1=O	-24	10	-2	7	4	-14	-17	4	-25
Cc1ccc(S(=O)(=O)C2(C(=O)Nc3cccnc3)CC2)cc1	13	7	-4	-2	4	1	-3	2	-7
CC1CCCCC1NC(=O)CN1CCC(O)(c2ccc(F)cc2)CC1 (stereo unspecified)	-30	6	-7	·	5	13	-15	7	-1
CCN(CC)C(=O)C1CC(=O)OC12CCCCC2 (stereo unspecified)	-35	6	-1	4	4	-5	7	-5	-12
CC(C)Cn1c(=O)c(C2=NS(=O)(=O)c3ccccc3N2)c(O)c2ccccc21	3	-32	-6	·	4	-20	·	·	·
Cc1cccc(N2CCN(C(=O)Cn3ccc4ccccc4c3=O)CC2)c1C	30	-8	-2	6	5	-5	-16	2	-2
O=C(COc1cccc2cccnc12)N/N=C1\SCC(=O)N1Cc1ccco1	12	18	11	1	-8	-20	9	-25	-1
O=[N+]([O-])c1cccc(CN(CCO)Cc2ccccc2)c1	-12	0	-9	·	12	-1	·	-8	·
CC(N)C12CC3CC(C1)CC(C(C)N)(C3)C2 (stereo unspecified)	-24	-14	2	-2	1	30	2	23	-12
CCN(CC(O)Cn1c2ccccc2c2ccccc21)S(=O)(=O)c1ccc(F)cc1 (stereo unspecified)	4	15	7	1	-4	-4	4	-13	17
c1ccc(-c2noc(COc3ccc4c(c3)OCO4)n2)cc1	2	12	0	-4	3	-10	-4[fluorescence artefact?]	-1	8
Cc1ccc(-c2[nH]ncc2/C=C(\C#N)C(=O)NC2CCCCC2)cc1	-33	24	5	·	-5	-99	·	13	·
COc1ccc(/C=N/NC(=O)C(=O)NCc2cccnc2)cc1OC	9	3	9	·	-8	28	·	-6	·
CC(=O)NC(C)C12CC3CC(CC(C(=O)O)(C3)C1)C2 (stereo unspecified)	2	12	-2	4	2	-17	-8[fluorescence artefact?]	12	4
COc1ccc(NC(=O)Cn2nc(C(F)(F)F)c3c2CCCC3)cc1OC	8	-2	23	5	-23	-29	-6	-27	5
Cc1ncsc1C(=O)N1N=C2/C(=C/c3ccccc3)CCCC2C1c1ccccc1 (stereo unspecified)	26	5	-11	·	13	-23	·	-2	·
O=C1NC2C(NC(=O)N2C2CCCCC2)N1C1CCCCC1 (stereo unspecified)	8	6	6	6	-7	-21	0	-6	6
COc1ccc(-c2cc(=O)[nH]c(=O)[nH]2)cc1	-23	-18	6	-7	-3	-25	20	-4	3
CC(C)C(=O)Nc1ccc(C(=O)NC2CCSC2=O)cc1 (stereo unspecified)	-2	-5	1	6	-1	-14	8	-43	3[fluorescence artefact?]
Cc1cccc(-n2c(SCC(=O)NC3CCCC3)nnc2-c2ccoc2C)c1	·	·	21	7	-17	-36	-17	·	9
COc1ccc(-c2cc(=O)c3ccccc3s2)cc1	-49	14	-15	8	15	13	4	3	15
CCCc1nc(SCC(=O)N2CCN(c3ccccc3)CC2)c2c(=O)n(C)c(=O)n(C)c2n1	17	0	6	7	-5	-34	-3[fluorescence artefact?]	-17	-3
COc1cccc(N(CC(=O)NCc2cccnc2)S(C)(=O)=O)c1	-8	0	25	6	-26	-36	-7	24	-2
CCCN(CCC)CC(O)COc1ccc([N+](=O)[O-])cc1 (stereo unspecified)	12	-25	-30	·	31	-20	·	-18	·
CC(C)OCCCn1c(=NC(=O)c2ccncc2)c(C#N)cc2c(=O)n3ccccc3nc21	-14	28	-36	2	33	11	14	15	13
COc1cc(CN2CCC(C(=O)N3CCN(c4ccccc4F)CC3)CC2)cc(OC)c1OC	-14	13	8	10	-8	2	-3[fluorescence artefact?]	-4	-9
Cn1c(=O)[nH]c(=O)c2c1nc(Sc1ncccn1)n2CCCc1ccccc1	15	0	-1	0	1	-19	2	-13	-5
CCCC1CCC(c2ccc(C(N)=O)cc2)CC1 (stereo unspecified)	-11	5	1	·	2	-48	·	4	·
O=C(CCCSc1nc2ccccc2[nH]1)N1CCN(c2ccc([N+](=O)[O-])cc2)CC1	2	-12	-4	·	2	-13	·	-1	·
C/C(N)=C(/C#N)C(=O)CSc1ccc2c(c1)OCCO2	8	11	0	·	-1	-23	-6	-11	7
CC1(C)CC(=O)C2=C(C1)N(c1ccccc1)C(=O)CC2c1ccsc1 (stereo unspecified)	6	-9	·	9	·	15	8	-21	-13
CCOc1ccc(-c2nnn(CC(=O)NCc3ccc(F)cc3)n2)cc1OCC	4	-7	3	-1	-3	-3	4	-31	2
O=C(c1ccccc1-c1ccccc1)N1CCCC1	-15	18	-6	10	4	-21	-8	-15	8
CCN(CC)CCCn1c(C)cc2c(c1=O)C(c1ccccc1)C(C#N)=C(N)O2 (stereo unspecified)	·	·	·	3	·	-21	-1	·	2
O=C1Nc2ccccc2S/C1=C/Nc1cccc(Cl)c1	-22	15	3	·	-2	-38	·	-5	·
Cc1cc(N2CCN(c3ccccc3)CC2)nc(NCc2ccccc2)n1	40	-10	·	4	·	-3	0[fluorescence artefact?]	-14	9
Cc1ccc(S(=O)(=O)N2CCCC(c3nnc4n3-c3ccccc3SC4)C2)cc1 (stereo unspecified)	3	4	8	·	-6	25	·	0	·
CCOc1ccc(OCc2ccc(C(=O)Nc3cccc(C)n3)o2)cc1	10	-12	7	5	-5	-2	12	-48	-3
O=C(Nc1ccccc1)N(C1=NCCCCS1)c1cccc2ccccc12	6	-19	5	-6	-6	-22	-6	18	-2
Cc1occc1C(=O)Nc1cccnc1	1	-1	-6	3	0	-65	4	-3	4
CN(c1ccccc1C(=O)NCc1ccccn1)S(C)(=O)=O	10	-6	8	10	-10	-6	6	-23	-3
O=C(O)Cc1ccccc1C(=O)O	-7	4	-4	1	6	6	-2	8	2
COC(=O)CSc1nc(-c2ccc(F)cc2)cc(C(F)(F)F)n1	18	5	-5	3	8	-10	-2	-5	4
Cn1c(COc2ccc3ccccc3c2)nnc1SCC(=O)OC1CCCCC1	-4	7	-4	8	10	51	-7	-11	2
C=C(C)CSc1nnc([C@@H](NC(=O)OC(C)(C)C)C(C)CC)o1 (stereo partly specified)	-12	-28	-3	3	1	6	-2[fluorescence artefact?]	-20	-7
COc1cc(C(=O)OCn2nnc3ccccc3c2=O)cc(OC)c1OC	27	-4	8	7	-6	-2	26	-44	-4

Single records, as listed above. Order of screens: cytoskel mod	VCAM1 TNFa inh	sEH inhibitor	Candida biofilm	sEH activator	HUVEC tox IL1B	ERb SRC1 inh	HUVEC tox TNFa	Smad3 FoxH1 inh
Listed for Cn1c(=O)[nH]c(=O)c2c1nc(Sc1ncccn1)n2CCCc1ccccc1 → 15	0	-1	0	1	-19	2	-13	-5
Listed for O=C(O)Cc1ccccc1C(=O)O → -7	4	-4	1	6	6	-2	8	2
Listed for CC1(C)CC(=O)C2=C(C1)N(c1ccccc1)C(=O)CC2c1ccsc1 (stereo unspecified) → 6	-9	·	9	·	15	8	-21	-13

Later entries
SMILES	cytoskel mod	VCAM1 TNFa inh	sEH inhibitor	Candida biofilm	sEH activator	HUVEC tox IL1B	ERb SRC1 inh	HUVEC tox TNFa	Smad3 FoxH1 inh
N#C/C(=C\c1cccc(Oc2ccc(C(F)(F)F)cc2[N+](=O)[O-])c1)c1nc2ccccc2[nH]1	2	3	2	·	0	-25	·	-1	·
Cc1ccc(Cn2nnc3c(=O)n(CC(=O)OCc4ccccc4)cnc32)cc1	0	-3	7	10	-4	17	-26[fluorescence artefact?]	-16	1
Clc1ccc(SCc2cc(-c3ccc(Cl)cc3)on2)cc1	-31	7	0	·	2	-8	·	-8	·
CC1(C)NC(=O)N(CC(O)CN2C(=O)NC(C)(C)C2=O)C1=O	31	-12	-16	5	16	9	-11	-6	-10[fluorescence artefact?]
N#CCCn1ncc2ccccc21	6	0	·	5	·	-33	-34	-24	9
Cc1ccc(NC(=O)COC(=O)CCC(=O)c2cccs2)cc1S(=O)(=O)N1CCOCC1	11	19	10	·	-12	-18	·	-13	·
CC1CCCCC12NC(=O)N(CC(=O)NCCc1ccccn1)C2=O (stereo unspecified)	24	2	-6	-3	4	13	-3	-7	-4
O=c1c(-c2ccc3c(c2)OCCO3)c(C(F)(F)F)oc2cc(O)cc(O)c12	-10	4	3	6	-3	-23	-8	-36	9
O=C(NC(=S)N1CCCCC1)C12CC3CC(CC(C3)C1)C2	4	1	4	·	-2	13	·	17	·
CCNC(=O)CC1C(=O)N(c2ccccc2)C(=O)N1Cc1ccc(OC)cc1 (stereo unspecified)	-2	-11	1	6	2	-36	5[fluorescence artefact?]	-8	-5
O=C(/C=C/c1ccc(Cl)cc1)Nc1ccc(N2CCCCC2)cc1	-25	-2	7	·	-5	-9	·	-2	·
CCOC(=O)N1CCN(CCC(=O)Nc2ccc(Br)cc2)CC1	4	11	7	8	-6	9	-2	9	12
COc1ccc(CCNC(=O)c2cnn3ccccc23)c(OC)c1OC	-4	1	1	6	-2	18	13	-7	2
O=C(c1cccc(C(F)(F)F)c1)N1CCCCCC1	10	6	-2	5	0	-14	10	-32	-17
Cc1[nH]nc2c1C(c1ccc(F)cc1)C(C#N)=C(N)O2 (stereo unspecified)	-14	-37	-2	11	3	-12	-1	-20	-4
COc1ccc(NC2=C(C(C)=O)C(c3ccc4c(c3)OCO4)C(C(C)=O)C(C)(O)C2)cc1 (stereo unspecified)	-6	11	·	6	·	·	-2	-10	5
O=c1[nH]c(SCc2ccccc2)nnc1-c1ccccc1	-1	19	11	6	-10	-20	-4	0	14
COCCn1c(-c2ccccc2)nc2oc3cc(OC)ccc3c(=O)c2c1=O	-3	11	5	5	-2	-3	-14	9	8
Cc1ccc(NCCC(=O)c2ccc(Cl)cc2)cc1	-14	19	10	·	-10	-17	·	3	·
O=C1CCCc2ccccc2N1Cc1c(Cl)cccc1Cl	-37	7	-6	·	8	-7	·	-13	·
